Source: PubChem
MEKK2wt PB1 HTS: raises or lowers MEK5 binding to wildtype human MEKK2 PB1 domain; Q9Y2U5; bead flow cytometry, Alexa488-MEK5 binding to MEKK2 WT; actives lie on both sides; binding response (% of control), % at 10 µM; 290,000 tested, 1.1% active; in the data active = binding response below about 67% or above about 130%
NS3 helicase inh: inhibitors of Hepatitis C virus NS3 helicase | NS3 helicase DNA unwinding, Cy5 molecular beacon fluorescence | 290,000 tested, 0.56% active | inhibition, % at 10.9 µM;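 active = inhibition above the mean of all tested compounds plus 3 SD, set per campaign, cut at about 35% in these data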;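 note: 0% = DMSO wells and 100% = thioflavine S control wells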
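test system = hepatitis C virus NS3 helicase domain fragment enzyme | reagent = annealed dual-labelled DNA beacon duplex, ATP-started | times = 1 h at 25 °C | detection = Cy5 fluorescence, 0 and 60 min reads | read-out basis = percent inhibition from t60/t0 fluorescence ratio | control set = DMSO and thioflavine S | replication = one well per compound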
UBC9 SUMO inh: SUMOylation inhibition. P63279. 290,000 tested, 0.36% active. inhibition, % at 35 µM. AID 2006. HTRF SUMOylation assay, SAE1/SAE2 + UBC9, in vitro; in the data active = inhibition above about 50%, passing the limit was not always enough; note: strong numbers were not always called active
Target sequence (P63279 whole entry, looked up): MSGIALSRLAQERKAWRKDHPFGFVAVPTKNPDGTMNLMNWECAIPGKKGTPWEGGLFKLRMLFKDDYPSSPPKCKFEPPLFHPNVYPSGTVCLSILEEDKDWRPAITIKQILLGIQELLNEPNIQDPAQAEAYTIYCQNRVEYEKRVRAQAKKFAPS
MEKK3 PB1 HTS: MEKK3-MEK5 PB1 interaction, increase or decrease. bead-based flow cytometry, Alexa488-MEK5 binding to MEKK3; actives lie on both sides; 0 = blocked by unlabeled MEK5, 100 = vehicle. binding response (% of control), % at 10 µM. 290,000 tested, 1.4% active. AID 1529;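 active = binding response more than 3 SD above or below the average of its plate-row segment, actives on both sides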;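 note: Alexa488 bead fluorescence after subtracting the streptavidin-only scavenger bead signal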
Target sequence (Q99759 whole entry, looked up): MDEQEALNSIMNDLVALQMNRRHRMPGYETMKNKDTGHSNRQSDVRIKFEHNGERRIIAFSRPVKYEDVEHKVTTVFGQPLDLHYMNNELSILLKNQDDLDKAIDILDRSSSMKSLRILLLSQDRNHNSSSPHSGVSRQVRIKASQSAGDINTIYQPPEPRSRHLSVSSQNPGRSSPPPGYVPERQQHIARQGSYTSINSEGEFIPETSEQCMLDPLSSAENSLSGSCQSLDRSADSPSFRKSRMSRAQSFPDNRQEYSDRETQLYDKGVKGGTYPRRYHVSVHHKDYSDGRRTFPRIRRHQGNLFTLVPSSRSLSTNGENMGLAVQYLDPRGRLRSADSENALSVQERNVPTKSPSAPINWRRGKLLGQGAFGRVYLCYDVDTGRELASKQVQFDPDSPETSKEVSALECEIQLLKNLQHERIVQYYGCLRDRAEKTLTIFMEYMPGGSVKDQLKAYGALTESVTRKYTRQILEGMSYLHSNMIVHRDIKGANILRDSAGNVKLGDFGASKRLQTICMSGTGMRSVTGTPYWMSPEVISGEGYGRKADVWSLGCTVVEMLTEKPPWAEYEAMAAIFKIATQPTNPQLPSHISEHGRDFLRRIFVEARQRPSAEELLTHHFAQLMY
FID counter: fluorescent intercalator displacement, NS3 helicase counter-screen; DNA fluorescent intercalator displacement, fluorescence; inhibition, % at 7.9 µM; 290,000 tested, 0.17% active; AID 1845; in the data active = inhibition above about 37%;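 note: 0% = vehicle and 100% = reference compound; higher means more ethidium bromide displaced from hairpin DNA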
CRFBP-R2 block: blocks CRF-induced signaling of the CRF-BP/CRF-R2 complex; HEK293 CRF-R2/CRF-BP, CRF-induced calcium fluorescence; inhibition, % at 11.8 µM; 350,000 tested, 0.59% active; AID 588475;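 active = inhibition of the ligand-induced calcium signal above about 50% at the single tested concentration, limit read from the data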
GalR3 antagonist: antagonists of human GalR3. 360,000 tested, 0.44% active. inhibition, % at 3 µM. AID 651719. HEK293 GalR3-CNG cAMP membrane potential fluorescence; galR3 body fused to GalR1 C-terminus;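 active = inhibition above the screen-wide average plus 3 SD, cut at about 13% in these data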;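 note: forskolin and galanin both at EC90 stimulate the cells; cAMP rise reported by CNG channel membrane potential dye signal; 0% = forskolin plus galanin with DMSO and 100% = forskolin alone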
CRFR2-BP ag: agonists of human CRF-binding protein/CRF-R2 receptor complex. activation, % at 13.2 µM. HEK293 CRF-R2/CRF-BP, calcium dye fluorescence (FLIPR); percent of saturating CRF peptide response. 350,000 tested, 0.46% active. AID 588473;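 active = activation of at least 50%, plus an integration ratio under a set limit after plate pattern correction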;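 note: plate controls were neutral control wells without compound for no effect and CRF at EC100 for full effect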
MEKK2 mut-MEK5: signal of MEK5 binding to mutant human MEKK2 PB1 domain; bead flow cytometry, Alexa488-MEK5 binding to MEKK2 mutant; percent response, % at 10 µM; 290,000 tested, 0.35% active; AID 1530; in the data active = percent response above about 24%, passing the limit was not always enough; note: inactives centre near 1; some results filed as inactive read as strong as hits
Numbers without * were called inactive; / = no result given.

SMILES	MEKK2wt PB1 HTS	NS3 helicase inh	UBC9 SUMO inh	MEKK3 PB1 HTS	FID counter	CRFBP-R2 block	GalR3 antagonist	CRFR2-BP ag	MEKK2 mut-MEK5
CCOC(=O)C(C)Sc1nc2c(c(=O)[nH]c(=O)n2C)n1C/C=C(/C)Cl (centres undefined)	93	-5	22	97	-28	1	12	-0.6	2
Cc1cc(=O)[nH]c(SCC(=O)Nc2ccc(S(N)(=O)=O)cc2)n1	93	0	27	105	-3	-15	-5	1.1	-10
CC(=O)Nc1ccc(NC(=O)CSc2ccc(C(F)(F)F)cc2[N+](=O)[O-])cc1	101	-9	19	105	2	-1	-2	-0.2	1
O=C(C[n+]1ccc(C(=O)NCCCO)cc1)c1cccc(Br)c1	122	-1	11	130*	6	7	-5	0.2	21
CC(C)NC(=O)c1ccc2c(c1)N(Cc1ccccc1)C(=O)C(C)(C)O2	105	-3	21	104	-28	1	-12	-3.5	4
Cc1ccc(NC(=O)CCn2c(=O)oc3ccccc32)c(C)c1	106	4	-31	108	-3	-8	10	0.5	2
COc1ccc(N2CCN(C(=O)C3CCCN(c4ncnc5c4nc4n5CCCCC4)C3)CC2)cc1 (centres undefined)	80	-17	4	81	-65	-12	0	1.1	-20
O=C(NCc1ccco1)c1ccc(Cl)cc1[N+](=O)[O-]	98	0	-3	100	-4	22	-10	-2.2	-2
C=CCn1cccc(C(=O)Nc2ccc(OC)c(OC)c2)c1=O	106	-2	1	104	-14	7	-1	-1.4	0
COc1ccc(S(=O)(=O)N2CCN(CC(=O)Nc3ccc(C)c(F)c3)CC2)cc1	110	-9	-4	109	-29	15	0	-0.8	10
COc1cnc(-c2ccccn2)nc1Oc1cccc(C(F)(F)F)c1	98	-52	-4	98	-28	/	-4	/	0
O=C(CCc1nnc2ccc(NCc3ccco3)nn12)N1CCN(c2ccccc2F)CC1	97	3	8	101	-49	52*	-7	1.7	-1
COc1ccc(C2C(C(=O)O)CC(=O)N2C2CCCCC2)cc1 (centres undefined)	87	5	-1	79	-22	1	/	-1.0	-11
Cc1cccc(CSCCNC(=O)Nc2ccccc2)c1	104	2	8	101	-12	-15	-5	-6.8	-1
COc1ccccc1CNC(=O)[C@@H](NC(=O)C1CCN(C(=O)[C@@H]2CCCN2C(=O)OC(C)(C)C)CC1)C(C)C	103	1	-3	102	-38	-2	3	-0.6	4
CCS(=O)(=O)NCC(c1cccnc1)N1CCN(c2ccc(F)cc2)CC1 (centres undefined)	109	-11	2	103	-6	-37	-4	0.9	10
CC(C)c1c(C(=O)N/N=C/c2ccc(Cl)cc2Cl)nnn1-c1nonc1N	97	-15	-26	103	-14	-6	1	1.0	1
CC(C)(CNC(=O)c1ccc([N+](=O)[O-])c(Cl)c1)CNC(=O)c1ccc([N+](=O)[O-])c(Cl)c1	105	-21	9	103	3	7	1	1.3	1
COc1ccc(CC2(CO)CCN(CC3=Cc4cc(Cl)ccc4OC3)CC2)cc1	131	-29	-29	103	14	-79	70*	8.3	-8
Cc1ccc(CCN2CC(C(=O)NCCC(C)C)CC2=O)cc1 (centres undefined)	99	5	6	97	-27	11	-9	-0.8	3
Cc1ccc(C)c(OCCn2cc(/C=C(\C#N)C(=O)NCc3ccco3)c3ccccc32)c1	103	15	14	97	-5	-38	-1	4.8	-1
CCCCn1nc2cc(C(=O)NCc3cc(C(F)(F)F)cc(C(F)(F)F)c3)ccc2c1OCC	101	-2	-16	105	-7	1	-5	0.5	-2
Cc1ccccc1OCCCC(=O)Nc1nncs1	105	-3	5	90	-8	-26	1	-2.0	-33
O=C(NNCc1ccc(O)cc1)c1ccccc1Cl	100	-4	-6	99	-2	8	2	0.2	0
COc1cc(OC)cc(C(=O)NC(=S)N2CCCCCC2)c1	98	-7	20	104	-9	10	-4	-0.4	0
COC(=O)c1cc(S(=O)(=O)NCCc2ccc(SC)cc2)c[nH]1	101	-8	12	101	-10	-15	4	0.7	3
CC1CCCCN1C(=O)/C(=C\c1ccccc1)c1ccccc1 (centres undefined)	109	1	-19	105	-24	-5	-8	-1.1	6
COCCNC(=O)CCCn1c(=O)c2cc(OC)c(OC)cc2n(CC(=O)NCCC2=CCCCC2)c1=O	98	-13	4	101	-25	-4	-1	0.5	-5
COc1ccc(CNC(=O)C(OC(=O)c2ccco2)c2ccccc2)cc1 (centres undefined)	99	5	8	101	-22	5	-8	-0.8	4
Cc1cccc(C(=O)N/N=C/c2ccoc2)c1	101	8	16	97	-8	24	-1	0.1	2
CCc1[nH]nc2c1C1(CCN(C(=O)c3ccccc3)CC1)C(C#N)=C(N)O2	98	-9	7	100	-5	-3	-1	-0.1	2
Nc1ccccc1-c1nnc2n1CCCCC2	102	1	11	100	-9	-2	-7	-0.7	5
COc1cc(C(C)=O)ccc1OCc1cc(C(=O)N(C)CCC2CCCCO2)no1 (centres undefined)	99	12	5	103	-47	-2	-5	-1.0	3
Cc1nn(-c2ccccc2)c(C)c1CCC(=O)O	100	-5	4	99	4	-1	-3	-0.8	0
CCCCn1c(=O)c(CCC(=O)OCC(=O)NC(=O)NCCC(C)C)nc2ccccc21	85	-7	8	93	1	-3	1	0.4	-10
Cc1nn(-c2ccccc2)c(N2CCCC2)c1/C=N/NC(=S)Nc1ccccc1C(F)(F)F	95	-8	-11	100	-13	18	-7	-0.2	-2
Cc1ccc(NC(=O)C2CC(=O)Nc3ncnn32)c(C)c1 (centres undefined)	95	2	15	97	-3	-3	-7	0.0	-5
CC1(c2nnc(-c3ccccc3)o2)CC(c2ccc([N+](=O)[O-])cc2)=NO1 (centres undefined)	93	/	/	92	/	3	-2	-0.4	-5
Cc1ccc(/C=N/Nc2ncc(Cl)cc2Cl)s1	106	-4	18	105	-10	-20	1	-0.4	1
COc1ccccc1N(C(=O)CNC(=O)c1ccco1)C(C(=O)NC1CCCC1)c1ccco1 (centres undefined)	98	4	11	99	-30	-5	-10	0.5	-3
C=CCN1C(=O)c2ccc(C(=O)N(C)CC(=O)Nc3cccc(F)c3)cc2C1=O	101	4	6	95	-14	-11	0	0.7	4
COc1ccc(CNC(=O)CCSc2nc(-c3ccc4c(c3)OCO4)cc(C(F)(F)F)n2)cc1	96	-5	-4	89	2	-8	-2	1.0	-1
O=C1CCC(C(=O)N2CCCC2)CN1CCc1cccc(F)c1 (centres undefined)	100	5	3	101	-9	-10	-7	0.5	7
CCOC(=O)CNC(=O)CSc1ncnc2c1cnn2-c1ccccc1	/	-8	4	/	-3	9	-4	0.8	/
COC(=O)N/N=C/c1cn(Cc2ccccc2F)c2ccccc12	103	-11	7	106	-12	12	4	-0.9	-1
CCc1ccc(N(C(=O)CNC(=O)c2ccco2)C(C(=O)NC2CCCC2)c2cccnc2)cc1 (centres undefined)	103	1	-2	104	-41	21	-5	-0.1	2
O=C(O)C1CCCN1C1=NS(=O)(=O)c2ccccc21 (centres undefined)	112	1	15	102	3	15	-9	-1.2	7
COC(=O)C1=C(C)N(CC2CC2)C(=NCc2cc(OC)c(OC)c(OC)c2)N[C@H]1c1ccccc1	99	-33	11	100	17	-3	/	5.3	0
COC(=O)CCSCC(=O)Nc1cc(C)on1	99	-3	0	99	2	-25	-2	12	-1
Cc1ccc(-n2c(SCc3nnc4n3CCC4)nnc2-c2ccccc2)cc1	102	-7	16	102	-26	-21	-3	4.1	3
COc1ccc(S(=O)(=O)Nc2ccc(F)c(F)c2)cc1C(=O)N1CCOCC1	102	11	2	99	-12	-1	-10	-1.8	-4
Cc1cc(C(=O)N2CCCC(N3CCN(c4cccc(C(F)(F)F)c4)CC3)C2)nn1C (centres undefined)	95	-3	/	96	-35	20	4	0.3	-1
CCCn1nnc(NC(=O)Cc2ccc(Cl)cc2)n1	97	-2	-9	98	-5	5	-2	0.7	0
COc1cc(C(=S)N2CCOCC2)cc(OC)c1OC(=O)c1cc([N+](=O)[O-])c(C)c([N+](=O)[O-])c1	100	7	41	99	0	-9	-4	0.9	3
CCCCN(C)Cc1c(C)[nH]c2c(Cl)cccc2c1=O	103	3	0	102	-1	7	-4	-0.3	4
COc1cccc(-c2nc(CS(=O)(=O)CC(=O)Nc3ccccc3Cl)c(C)o2)c1	106	-9	12	102	-43	-17	1	3.1	0
O=C1CCCN1CCC1CCN(C2CC(=O)N(c3ccc(Cl)cc3)C2=O)CC1 (centres undefined)	98	3	23	97	-9	-13	6	2.9	-3
CC(C)(C)N(CC#CCC(O)(c1ccccc1)c1ccccc1)CCO	97	7	3	98	8	-8	-1	1.0	-4
CCc1ccccc1NC(=O)[C@@H]1CCC(=O)N1C1OC(=O)c2ccccc21 (some centres undefined)	95	18	6	96	-4	4	3	-0.4	-1
C/C(=N/OC(=O)c1ccc(F)cc1)c1ccc(C)cc1	105	3	-8	97	-11	-10	-5	1.0	15
The list continues.
SMILES	MEKK2wt PB1 HTS	NS3 helicase inh	UBC9 SUMO inh	MEKK3 PB1 HTS	FID counter	CRFBP-R2 block	GalR3 antagonist	CRFR2-BP ag	MEKK2 mut-MEK5
Fc1cccc(Nc2ncnc3[nH]ncc23)c1	104	0	3	103	-1	-28	-9	-3.3	0
COc1ccc(COc2ccsc2C(=O)Nc2ccc(Cl)c(Cl)c2)cc1	92	2	18	95	-1	-14	-5	0.1	-1
COc1cc(C)ccc1OCCOCCOc1ccccc1Br	/	-15	-20	/	-27	34	-1	-0.5	/
Cc1ccsc1/C=C(/C#N)C(=O)NCc1ccccc1	112	3	6	108	-1	-4	-5	-1.2	58*
CCN(CC(=O)N1CCCCCC1)S(=O)(=O)c1ccc(Cl)cc1	105	12	20	104	-16	26	-2	6.5	6
Cc1cccc(NC(=S)N=Nc2c(O)n(C)c3ccc(S(=O)(=O)N4CCOCC4)cc23)c1	91	9	-25	93	0	-33	-2	-2.1	-2
COc1ccc(NC(=S)N2N=CCC2c2ccccc2)cc1 (centres undefined)	98	-1	12	100	-6	24	-3	-1.3	0
CCn1c(CC(=O)Nc2ccccc2)nnc1SCC(=O)N1CCOCC1	96	6	5	102	-4	1	0	-1.1	1
COC(=O)NCC(c1ccco1)N1CCN(c2ccc(OC)cc2)CC1 (centres undefined)	109	-6	4	100	-7	0	5	0.0	4
CCCCCCCC(=O)Oc1ccc(C(=O)Nc2cc(C)on2)cc1	99	-13	6	97	-3	1	-5	0.7	1
COc1ccc(CN(C(=O)c2oc3ccccc3c2C)C2CCS(=O)(=O)C2)cc1 (centres undefined)	106	-16	-2	106	-34	-1	1	-0.8	1
COc1ccc(C(C(=O)NC(C)C)N(C(=O)CCC(=O)Nc2nccs2)c2ccccc2F)cc1 (centres undefined)	91	-15	16	101	-38	-7	-5	-0.8	-7

The list is partial, so the mix of outcomes need not match the whole.
